ADAM10 inh = human ADAM10 inhibitors, primary screen, biochemical, QFRET, HTS; recombinant ADAM10, EDANS/DABCYL FRET peptide cleavage, 3 h; inhibition, % at 7 µM; hit rate 0.62% among 370,000; AID 720582, 2013;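 active means inhibition above a per-campaign cutoff equal to the mean of compounds falling between control-based bounds plus 3 SD, cut at about 20% in these data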;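 further: 0% = DMSO wells while the 100% control is not disclosed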
TDP2 inh = human TDP2 enzyme inhibitors, primary screen, biochemical, epi absorbance, recombinant enzyme; inhibition, % at 12.8 µM; AID 720702, 2013; T5PNP hydrolysis, p-nitrophenol absorbance 415 nm; Tyrosyl-DNA phosphodiesterase 2 (Homo sapiens), O95551; hit rate 0.34% among 370,000;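 active means inhibition above the mean of all tested compounds plus 3 SD, set per campaign, cut at about 25% in these data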;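 further: 0% = DMSO with enzyme and 100% = buffer with substrate but no TDP2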
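test system = human TDP2 enzyme | input = TDP2 enzyme at 120 nM final | medium = 50 mM Tris-HCl pH 7.5 with Mg2+, KCl, DTT, BSA | also added = T5PNP substrate, 5 mM | times = 2 h at 37 °C | technique = epi absorbance | benchmarks = high control without enzyme, low control DMSO plus TDP2 | replication = each compound tested once, singlicate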
ARFGAP1 inh = inhibitors of rat ARFGAP1 GAP activity, primary screen, biochemical, fluorescence polarization, GDP tracer | ADP-ribosylation factor GTPase-activating protein 1 (Rattus norvegicus), Q62848 | Arfgap1-stimulated ARF1 GTP hydrolysis, GDP FP detection | inhibition, % at 16.5 µM | hit rate 0.26% among 360,000;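 active means inhibition above a per-plate limit, mean inhibition of low control wells plus 3 SD, cut at about 25% in these data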;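 further: 0% = DMSO wells with enzyme and 100% = wells lacking Arfgap1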
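Repeats: one replicate per compound; assay system: rat Arfgap1 catalytic domain, aa 1-136; times: enzyme reaction 120 min at 25 °C after 20 min preincubation; detection: FP of antibody-bound GDP Alexa 633 tracer, ex 620/em 688 nm; benchmarks: high control wells lacking Arfgap1, low control full reaction with DMSO; reagent: human ARF1(Δ1-17)-GTP substrate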
PLC-gamma1 inh = PLC-gamma1 enzyme inhibitors, primary screen, biochemical, fluorescence, purified enzyme; 1-phosphatidylinositol 4,5-bisphosphate phosphodiesterase gamma-1 (Homo sapiens), P19174; fluorogenic substrate; inhibition, % at 12.2 µM; hit rate 0.84% among 370,000; AID 720700, 2013; in the data active means inhibition above about 9.5%
Target sequence (P19174 whole entry, looked up): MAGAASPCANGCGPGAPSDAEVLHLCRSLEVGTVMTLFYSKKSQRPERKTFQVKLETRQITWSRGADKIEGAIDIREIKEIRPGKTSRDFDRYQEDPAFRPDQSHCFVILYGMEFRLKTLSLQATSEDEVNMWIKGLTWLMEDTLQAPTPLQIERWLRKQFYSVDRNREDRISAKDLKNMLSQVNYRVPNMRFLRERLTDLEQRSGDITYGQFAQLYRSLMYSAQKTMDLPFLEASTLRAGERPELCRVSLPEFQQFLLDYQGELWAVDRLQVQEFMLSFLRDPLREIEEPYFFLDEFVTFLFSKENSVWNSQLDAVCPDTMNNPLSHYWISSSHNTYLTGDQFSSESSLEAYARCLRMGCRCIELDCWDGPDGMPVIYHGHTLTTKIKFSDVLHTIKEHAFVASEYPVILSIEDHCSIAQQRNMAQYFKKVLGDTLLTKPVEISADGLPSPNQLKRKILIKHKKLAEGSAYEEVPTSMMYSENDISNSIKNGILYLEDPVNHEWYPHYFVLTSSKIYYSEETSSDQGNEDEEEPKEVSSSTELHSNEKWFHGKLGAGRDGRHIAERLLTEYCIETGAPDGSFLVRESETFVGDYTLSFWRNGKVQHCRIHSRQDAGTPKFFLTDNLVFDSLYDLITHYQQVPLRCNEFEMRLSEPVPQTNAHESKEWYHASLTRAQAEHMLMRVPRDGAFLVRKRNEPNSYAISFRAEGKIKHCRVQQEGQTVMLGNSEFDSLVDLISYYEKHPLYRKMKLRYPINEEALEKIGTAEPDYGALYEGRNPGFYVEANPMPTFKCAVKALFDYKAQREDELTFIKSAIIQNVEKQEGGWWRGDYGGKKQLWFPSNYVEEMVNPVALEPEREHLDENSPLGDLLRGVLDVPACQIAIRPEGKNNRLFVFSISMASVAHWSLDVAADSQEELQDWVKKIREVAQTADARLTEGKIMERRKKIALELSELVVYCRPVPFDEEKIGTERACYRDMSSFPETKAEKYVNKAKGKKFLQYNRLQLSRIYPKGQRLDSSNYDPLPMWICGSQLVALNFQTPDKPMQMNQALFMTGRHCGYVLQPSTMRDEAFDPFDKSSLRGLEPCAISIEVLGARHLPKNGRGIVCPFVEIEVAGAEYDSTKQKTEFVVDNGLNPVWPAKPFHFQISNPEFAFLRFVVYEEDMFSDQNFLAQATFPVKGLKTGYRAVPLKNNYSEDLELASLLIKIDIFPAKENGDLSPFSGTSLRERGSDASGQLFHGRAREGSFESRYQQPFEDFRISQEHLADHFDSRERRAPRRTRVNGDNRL
proKLK7 act = proKLK7 zymogen activators, primary screen, biochemical, fluorescence intensity | Kallikrein-7 (Homo sapiens), P49862 | purified proKLK7, EDANS-DABCYL substrate fluorescence; 100% is mature enzyme control, 0% vehicle | activation, % at 7 µM | hit rate 0.9% among 370,000 | AID 652039, 2013;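 active means activation above the mean of all tested compounds plus 3 SD, computed per campaign excluding outliers beyond control limits, cut at about 13% in these data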
ADAM17 inh = ADAM17 inhibitors, primary screen, biochemical, QFRET; hit rate 0.83% among 370,000; Disintegrin and metalloproteinase domain-containing protein 17 (Homo sapiens), P78536; recombinant ADAM17, EDANS/DABCYL FRET peptide cleavage; inhibition, % at 6.95 µM;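 active means inhibition above the mean of compounds lying between control limits plus 3 SD, set per campaign, cut at about 8.5% in these data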;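 further: 0% = DMSO-only wells as the low control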
Tn7 DDE FP = inhibitors of Tn7 peptide binding to fibrin DD(E), primary screen, biochemical, fluorescence polarization, human fibrin, Tn7 probe; Fibrinogen beta chain (Homo sapiens), P02675; FP displacement of FITC-Tn7 peptide from fibrin DD(E); 0% = median of compound wells per plate; inhibition, % at 8.3 µM; hit rate 0.13% among 370,000; AID 720508, 2013;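 active means inhibition above the mean of compounds falling within the control limits plus 3 SD of them, cut at about 14% in these data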;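 further: 0% = plate median of compound wells and 100% = 10 µM Aha-Tn7 peptide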
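Assay system: Fibrin-DD(E) protein isolated from polymerized human fibrin clots; read-out basis: percent inhibition; medium: Tris/NaCl/CaCl2 buffer, pH 7.8; signal: FP measurement; incubation: 10 min plus 3 h, room temperature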
ASAP1 GAP inh = inhibitors of human ASAP1 ArfGAP activity, primary screen, biochemical, fluorescence polarization. Arf-GAP with SH3 domain, ANK repeat and PH domain-containing protein 1 (Homo sapiens), …. ASAP1-stimulated ARF1 GTP hydrolysis, GDP FP detection. inhibition, % at 16.5 µM. hit rate 0.19% among 360,000. AID 624377, 2012; in the data active means inhibition above about 25%;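 further: 0% = vehicle with enzyme and substrate and 100% = no enzyme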
Tn6 DDE FP = inhibitors of Tn6 peptide binding to fibrin DD(E), primary screen, biochemical, fluorescence polarization, human fibrin, Tn6 probe. Fibrinogen beta chain (Homo sapiens), P02675. Fibrin DD(E) TRITC-Tn6 fluorescence polarization displacement. inhibition, % at 8.3 µM. hit rate 0.21% among 370,000. AID 720509, 2013;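 active means inhibition above a per-campaign cutoff: mean of compounds within control limits plus 3 SD, cut at about 15% in these data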;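 further: 0% = median of all compound wells on the plate and 100% = blocking peptide control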
LEDGF integ inh = blockers of LEDGF/p75-dependent integrase strand transfer – biochemical, TR-FRET, high throughput, primary screen; inhibition, % at 3.7 µM; hit rate 0.64% among 370,000; HIV-1 integrase (with human LEDGF/p75); AID 743269, 2014; TR-FRET IN-LEDGF/p75 DNA integration, Eu/Cy5;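 active means inhibition above the screen-wide mean plus 3 SD, cut at about 13% in these data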;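 further: signal is the Cy5 over europium emission ratio at 671 and 618 nm; 0% = plate median of compound wells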
An asterisk follows results filed as active; nt = not tested or not shown.

Start of the data: the first 3 entries (preview)
SMILES	ADAM10 inh	TDP2 inh	ARFGAP1 inh	PLC-gamma1 inh	proKLK7 act	ADAM17 inh	Tn7 DDE FP	ASAP1 GAP inh	Tn6 DDE FP	LEDGF integ inh
O=C1CC(Nc2ccccc2)C(=O)N1Cc1ccccc1 (configuration not stated)	-11	-1	12	-1	-0.2	-6	4	4	3	4
CCc1c(C)sc(NC(=O)c2noc(C)c2[N+](=O)[O-])c1C#N	0	-6	8	0	0.3	-4	10	-12	-3	2
COc1ccc(NS(=O)(=O)c2ccc(NS(=O)(=O)c3cccs3)cc2)cc1	-3	3	10	-2	0.1	0	6	1	-4	0

Main list, repeating the preview:
SMILES	ADAM10 inh	TDP2 inh	ARFGAP1 inh	PLC-gamma1 inh	proKLK7 act	ADAM17 inh	Tn7 DDE FP	ASAP1 GAP inh	Tn6 DDE FP	LEDGF integ inh
O=C1CC(Nc2ccccc2)C(=O)N1Cc1ccccc1 (configuration not stated)	-11	-1	12	-1	-0.2	-6	4	4	3	4
CCc1c(C)sc(NC(=O)c2noc(C)c2[N+](=O)[O-])c1C#N	0	-6	8	0	0.3	-4	10	-12	-3	2
COc1ccc(NS(=O)(=O)c2ccc(NS(=O)(=O)c3cccs3)cc2)cc1	-3	3	10	-2	0.1	0	6	1	-4	0
CCCCOCCCNC(=O)/C=C/c1ccccc1Cl	-4	8	2	-3	0.0	-2	-4	-4	-5	-2
Cc1cc(Br)ccc1OCC(=O)N(Cc1nc(-c2ccccc2)no1)C(C)C	13	-3	16	1	0.4	5	-2	13	1	2
C/C=C(/C)C(=O)O[C@@H]1Cc2c(ccc3ccc(=O)oc23)OC1(C)C	-255	2	10	-11	0.0	-66	-6	-3	2	-2
CN1CC2([N+](=O)[O-])CC=C(Oc3ccccc3)C([N+](=O)[O-])(C1)C2 (configuration not stated)	-5	-10	-1	0	-0.3	-2	-4	9	0	-2
COc1ccc(NC(=O)CN2C(=O)N(C)Cc3ccccc32)c(C)c1	11	-4	4	0	-0.6	-3	3	-5	-9	3
N=C(N)SCc1ccccc1Cl	-4	-4	6	2	0.1	9.4*	-5	-12	2	3
CCN(c1ccccc1)S(=O)(=O)c1ccc(Cl)c(NC(=O)CSc2nc(N)cc(=O)[nH]2)c1	-3	-4	14	-1	0.3	-6	4	6	4	-4
N#Cc1cccnc1N1CCN(C(=O)c2ccccc2)CC1	-149	5	2	-57	1.0	-63	-3	7	-4	1
COc1ccc(C(c2c[nH]c3ccccc23)c2c[nH]c3ccccc23)cc1O	31*	-5	20	-1	-0.9	11*	-3	14	-6	1
COc1ccc(NC(=O)c2cc(S(=O)(=O)N3CCCC3)oc2C)cc1	3	4	2	2	-0.1	0	-3	-1	3	0
CCn1c(SCC(=O)N2CCC(C(N)=O)(N3CCCCC3)CC2)nnc1-c1ccccc1	-1	-9	-2	3	-0.5	2	-5	7	3	-3
Cn1c(=O)c2c(nc(SCc3ccc(C(=O)O)cc3)n2C)n(C)c1=O	-3	-6	0	-1	-0.1	2	1	-5	-4	14*
CCN(CCO)C(=S)Nc1cc(S(=O)(=O)N(C)C)ccc1C	-5	4	-11	2	-0.1	-4	0	-5	-1	-1
CCC(C)[C@H](NC(=O)C1COC(O)([C@H](Cc2ccccc2)NC(=O)[C@@H](NC(=O)OCc2ccccc2)C(C)C)CN1C)C(=O)N[C@H](C(=O)OC)C(C)C (some centres not stated)	-8	5	nt	-4	nt	-4	5	nt	-3	1
COc1ccc([N+](=O)[O-])cc1NC(=O)C1C2C=CC(C2)C1C(=O)O (configuration not stated)	2	-5	0	1	0.3	2	-3	-5	9	-2
COc1ccccc1NC(=O)C(=O)N(c1cccnc1)C(C(=O)NC(C)(C)C)c1ccccc1F (configuration not stated)	2	3	0	4	0.3	-2	-1	-7	7	1
CCOc1ncccc1C(=O)NCC(c1ccco1)N1CCCCC1 (configuration not stated)	-3	2	3	2	0.9	-1	-3	7	-1	5
CCOC(=O)NC1CCS(=O)(=O)C1 (configuration not stated)	-3	-1	6	-2	0.4	-2	5	-12	6	-3
CCOc1cc(C)c(-c2onc(C(F)(F)F)c2-c2csc(C)n2)c(O)c1	22*	-5	6	0	0.3	6	-5	7	11	-6
CC(=O)Oc1ccc(N(C(C)=O)S(=O)(=O)c2ccc(C)cc2C)c2ccccc12	11	-8	8	-2	-0.2	7	-1	-1	6	-3
CCc1ccccc1NC(=O)NNC(=O)CCc1ccccc1	1	-3	8	4	0.2	-3	1	-12	1	-3
CCOC(=O)CCC(=O)Nc1ccccc1C(N)=O	11	9	-1	-5	-0.3	0	-3	-7	1	0
N#CCCCc1cn(-c2ccc(-c3noc4c3C(=O)N(CC(=O)N3CCOCC3)CC4)cc2)nn1	0	0	nt	8	-0.1	2	-2	nt	-1	3
C=CCN(CCNP(=O)(OCC)OCC)CP(=O)(OCC)OCC	-7	18	-10	-1	-0.2	-3	-4	12	3	-1
CCN(CC)S(=O)(=O)c1ccc(N2CCOCC2)c(C(=O)O)c1	-8	-1	1	8	-0.6	-5	2	-14	3	6
CC(=O)/C(=N\Nc1ccccc1)Sc1nnc(-c2ccccc2)n1-c1ccccc1	-7	8	-4	-1	-0.6	-5	0	4	-4	0
COC(=O)[C@]12CCCCC=C1N(Cc1ccccc1)C(=O)[C@H](CC(=O)NCc1ccccc1)C2	-9	-11	5	7	-0.4	-1	-1	6	-12	2
Cc1ccc(Cn2nnc3c(=O)n(CC(=O)N4CCN(c5ccccc5)CC4)cnc32)cc1	5	3	0	2	0.8	0	-2	-5	-4	-1
Cc1ccc(C(=O)COC(=O)c2cn3ccccc3n2)cc1	7	-2	-1	2	0.1	-2	-4	-2	1	2
COc1ccc(OC)c2[nH]c(=O)c(CCNC(=S)NC(C)(C)C)cc12	-9	7	4	-68	0.7	-5	-2	18	9	0
O=C(CNC(=O)c1ccc(Br)o1)NNC(=O)c1ccccc1	-1	19	5	4	0.2	-1	3	-6	1	0
O=C(CN(Cc1ccco1)C(=O)Cn1nnc(-c2ccc(F)cc2)n1)NC1CCCC1	-4	-4	5	1	0.4	4	-6	1	-2	4
COc1cccc(-c2nc(CS(=O)(=O)CC(=O)NCCc3ccc(C)cc3)c(C)o2)c1	4	-2	0	0	0.6	-1	-11	13	-2	0
Cc1nn(C)c(C)c1NS(=O)(=O)c1ccc(OC(F)(F)F)cc1	-19	-3	-5	-1	0.8	-7	9	4	0	-3
COc1ccccc1N1CCN(/N=C/c2cc(OC)c(O)c(OC)c2)CC1	0	8	16	-1	-0.7	-3	4	5	-2	-1
CCN(C(=O)CSc1nc2ccccc2c(=O)n1C(C)COC)C1CCS(=O)(=O)C1 (configuration not stated)	1	2	-3	0	0.6	-5	3	8	0	0
Cc1cnccc1NC(=O)c1cccs1	-7	-12	-11	0	0.1	0	-2	1	8	1
Cc1ccc(C)c(OCC(=O)Nc2cc(C)on2)c1	-14	9	-2	-1	0.3	-4	-3	2	3	-1
CS(=O)(=O)N(CC(=O)NCCSCc1c(F)cccc1Cl)c1ccc2c(c1)OCO2	-7	6	-3	3	-0.3	-4	-4	0	2	0
CN(C)/C=N/c1nc2nccc(-c3ccc(Cl)cc3)n2n1	-254	3	12	-157	18*	-69	5	-5	3	3
CCN(CC)C(=O)Cn1cc(S(=O)(=O)CC(=O)NCc2ccc(C)cc2)c2ccccc21	0	-3	-2	0	0.6	-4	8	-7	6	-3
COc1ccccc1NC(=O)Nc1nnc(Cc2ccc(F)cc2)s1	11	-5	17	2	0.1	0	-6	15	1	2
COc1cccc(NS(=O)(=O)c2cc(C)ccc2OC)c1	7	3	14	0	0.1	-3	0	-11	4	-3
CS(=O)(=O)n1nc(C(=O)N2CCOCC2)nc1N	-2	1	10	1	0.6	-1	1	-11	2	3
S=c1nc(C2CC2)n(-c2ccccc2)[nH]1	7	-10	-2	5	-0.3	0	9	3	3	4
COc1ccc(/C(C)=N/NC(=O)CNC(=O)c2ccco2)cc1	9	-7	5	1	0.4	0	-8	-11	-9	5
OC1(c2ccccc2)c2ccccc2-c2ncccc21 (configuration not stated)	-3	6	4	1	-1.2	-1	0	-2	2	0

(continued)
SMILES	ADAM10 inh	TDP2 inh	ARFGAP1 inh	PLC-gamma1 inh	proKLK7 act	ADAM17 inh	Tn7 DDE FP	ASAP1 GAP inh	Tn6 DDE FP	LEDGF integ inh
Cc1cc(NC(=O)CSCC(=O)N(C)Cc2ccc(Cl)cc2Cl)no1	-9	3	-8	1	1.3	-1	-2	-3	-4	-3
COC(=O)Cn1c(C)c(/C=C/c2cc[n+](C)cc2)c2ccccc21	9	-5	11	-56	0.1	3	-13	3	-9	6
Cc1ccc(F)c(Cn2cnc3c(cnn3C(C)(C)C)c2=O)c1Cl	0	-14	5	-1	-0.1	-2	6	-23	1	-1
COC(=O)C1=C(C)N(c2ccc(Cl)cc2)/C(=C/c2ccc(O)cc2)C1=O	-6	9	-4	-1	-0.1	-4	2	1	-7	0
O=C(CSCc1ccc(Cl)cc1Cl)Nc1ccccc1C(=O)Nc1ccc(C(=O)O)cc1	0	10	-21	0	0.7	-1	-6	18	-7	1
CCc1nc(SCC(=O)c2ccccc2)c2c(=O)n(C)c(=O)n(C)c2n1	1	0	-10	1	-0.2	-2	-6	-2	-1	4
O=C(c1ccco1)N1CCN(c2ncnc3sc4c(c23)CCC4)CC1	-16	-5	-15	-7	0.4	-3	4	6	8	-6
Cc1cc(C(=O)N2CCCC(C(=O)c3cccc4ccccc34)C2)nc(C)n1 (configuration not stated)	6	-2	4	10*	0.1	0	-1	-5	-3	6
